High-throughput results from PubChem.
ALDH1A1 inh: qHTS Assay for Inhibitors of Aldehyde Dehydrogenase 1 (ALDH1A1); AID 1030, 2008; Purified ALDH1A1, NADH fluorescence, propionaldehyde substrate; 220,000 tested, 7.3% active; Aldehyde dehydrogenase 1A1 (Homo sapiens), P00352; Potency, µM (top dose mostly 75.3 µM), without a hit: top-dose activity, negative = inhibition, usual class: inhibitors; active = well fitted inhibition curve with a large enough effect, not every such curve was filed as active; inconclusive = small, poorly fitted or top-dose-only effect, or another doubt; inactive = no such curve, though single readings can be large or run the other way;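 also: plate controls were no enzyme wells and a reference inhibitor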
Tau ThT inhib: qHTS for Inhibitors of Tau Fibril Formation, Thioflavin T Binding. Microtubule-associated protein tau (Homo sapiens), P10636. recombinant tau K18 P301L, heparin-induced fibrillization, ThT fluorescence. Potency, µM (titrated, usually from 57.4 µM), for the others: top-dose activity, negative = inhibition, usual class: inhibitors. 270,000 tested, 2.1% active; also: nearly all actives have a fitted effect of over 55% in size
Target sequence (P10636 561-689 P618L limits assumed): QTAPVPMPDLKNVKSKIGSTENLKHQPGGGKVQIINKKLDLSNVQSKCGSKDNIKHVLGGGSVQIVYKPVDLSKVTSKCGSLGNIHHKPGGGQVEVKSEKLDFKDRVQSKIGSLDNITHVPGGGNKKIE
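ThT emission at 510 nm, taken 1 hr after adding 30 uM dye, quantifies aggregates formed when 20 uM heparin acts on human tau K18 P301L for 6 hr at 37 C.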
Tau fluor cs: Counterscreen qHTS for Inhibitors of Tau Fibril Formation, Fluorescence Polarization; tau K18 P301L Alexa594 fluorescence, heparin fibrillization; Potency, µM (top dose mostly 57.7 µM), without a hit: at the top dose activity change, negative = decrease; 280,000 tested, 0.93% active; AID 1463, 2008; also: nearly all actives have a fitted effect of over 55% in size
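Human tau K18 P301L (15 uM unlabeled, 0.24 uM Alexa 594-labeled) in 100 mM sodium acetate pH 7 with 20 uM heparin, 6 hr at 37 C. ThT 30 uM added, 1 hr ambient; Alexa 594 FP and total fluorescence read at 555/632 nm.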
aGal spleen mod: qHTS Assay for Inhibitors and Activators of Human alpha-Galactosidase From Spleen Homogenate. Potency, µM (top dose mostly 80 µM), for the others: at the highest dose activity change, negative = inhibition, actives largely listed as inhibitors. human spleen homogenate, 4MU-alpha-Gal fluorescence, 40 min. Alpha-galactosidase A (Homo sapiens), P06280. 240,000 tested, 0.008% active;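 also: 0% = enzyme with vehicle and -100% = no enzyme basal signal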
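Spleen homogenate 1 ug + cpd (titration) + 4-MU-alpha-D-galactopyranoside 1 mM; 37C 40 min; 50 mM citrate/phosphate pH 5.0, 0.01% Tween-20; stop pH 10; fluorescence 365/440; AC50 via Hill.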
L3MBTL1 inh: qHTS Assay for the Inhibitors of L3MBTL1; 230,000 tested, 0.66% active; Lethal(3)malignant brain tumor-like protein 1 (Homo sapiens), Q9Y468; Potency, µM (series often up to 57.1 µM), without a hit: at the top dose activity, negative = inhibition, hits mostly inhibitors; AlphaScreen L3MBTL1–H3K9me1 peptide binding; also: nearly all actives have a fitted effect of over 60% in size
Target sequence (Q9Y468 whole entry, looked up): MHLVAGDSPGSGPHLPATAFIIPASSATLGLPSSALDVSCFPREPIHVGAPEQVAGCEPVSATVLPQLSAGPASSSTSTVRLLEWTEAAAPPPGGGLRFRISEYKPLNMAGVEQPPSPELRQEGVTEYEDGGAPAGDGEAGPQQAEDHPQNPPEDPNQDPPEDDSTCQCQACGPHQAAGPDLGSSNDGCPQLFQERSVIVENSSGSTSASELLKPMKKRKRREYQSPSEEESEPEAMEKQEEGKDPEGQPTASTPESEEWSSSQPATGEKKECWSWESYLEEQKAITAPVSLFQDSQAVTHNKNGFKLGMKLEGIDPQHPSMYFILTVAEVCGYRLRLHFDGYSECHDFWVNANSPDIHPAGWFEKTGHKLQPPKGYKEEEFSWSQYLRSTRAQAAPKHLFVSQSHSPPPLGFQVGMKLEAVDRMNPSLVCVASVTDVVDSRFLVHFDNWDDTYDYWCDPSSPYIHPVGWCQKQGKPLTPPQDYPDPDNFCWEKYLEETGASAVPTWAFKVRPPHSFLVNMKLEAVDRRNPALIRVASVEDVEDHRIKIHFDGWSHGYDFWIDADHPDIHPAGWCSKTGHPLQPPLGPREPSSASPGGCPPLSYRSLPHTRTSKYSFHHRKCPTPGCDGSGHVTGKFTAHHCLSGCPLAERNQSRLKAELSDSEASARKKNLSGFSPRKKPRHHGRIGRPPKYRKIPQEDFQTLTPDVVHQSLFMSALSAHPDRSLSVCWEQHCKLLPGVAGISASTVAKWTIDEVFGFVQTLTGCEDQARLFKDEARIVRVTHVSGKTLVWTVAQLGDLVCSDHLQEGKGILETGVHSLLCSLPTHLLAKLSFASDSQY
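First, the protein-peptide complex forms for 30 min at room temperature (L3MBTL1 50 nM, biotinylated H3K9me1 peptide 75 nM). Next, compounds are pin-transferred and incubated 30 min. Finally, AlphaScreen beads are added and read after 30 min.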
Tau FP inhib: qHTS for Inhibitors of Tau Fibril Formation, Fluorescence Polarization; Microtubule-associated protein tau (Homo sapiens), P10636; K18 P301L tau heparin fibrillization, Alexa594 FP, 6 h; Potency, µM (top dose mostly 57.7 µM), for the others: at the highest dose activity, negative = inhibition, hits mostly inhibitors; 280,000 tested, 0.39% active; also: nearly all actives have a fitted effect of over 55% in size
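Human K18 P301L fragment (15 uM unlabeled plus 0.24 uM Alexa 594-labeled) in 100 mM sodium acetate pH 7 with compound, aggregation induced by 20 uM heparin for 6 hr at 37 C. ThT (30 uM) added for 1 hr, then Alexa 594 FP read.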
TexasRed fluor: Total Fluorescence Counterscreen for Inhibitors of the Interaction of Thyroid Hormone Receptor and Steroid Receptor Coregulator 2 | TRb/SRC2 Texas Red total fluorescence interference | Potency, µM (highest dose often 106 µM), for the others: top-dose fluorescence change, negative = quenching | 280,000 tested, 0.29% active; active = well fitted curve in either direction with a large enough effect; inconclusive = small, poorly fitted or top-dose-only effect
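Flags fluorescent or light-absorbing compounds by total fluorescence, S + 2P, at 555 nm excitation and 632 nm emission. Mixture: 20 nM Texas Red SRC2 peptide, 0.6 uM human TRb LBD, 1 uM T3, 5% DMSO; compound exposure 5 h at ambient temperature.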
TRb SRC2 PPI: qHTS for Inhibitors of the Interaction of Thyroid Hormone Receptor and Steroid Receptor Coregulator 2; Thyroid hormone receptor beta (Homo sapiens), P10828; TRbeta-SRC2 peptide binding, fluorescence polarization; receptor liganded with 1 µM T3; Potency, µM (series often up to 106 µM), without a hit: at the highest dose activity change, negative = inhibition, usual class: inhibitors; 280,000 tested, 0.065% active; AID 1469, 2008;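 also: plate controls were bound peptide for no effect and peptide without receptor for full effect; nearly all actives have a fitted effect of over 50% in size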
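Each compound concentration gave % activity, normalized to unbound and bound Texas Red SRC2 controls, from polarization read after 5 hr ambient incubation with T3-loaded human TRb LBD.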
Starred values were filed as active, the others as inactive; u = inconclusive; x = not tested or not shown; [ ] = remark or other dose. Unless noted, calls follow the shape of the dose curve; as a rule, active = well fitted curve in the direction sought with a large enough effect; inconclusive = small, poorly fitted or top-dose-only effect, or another doubt; inactive = no such curve, though single readings can be large; an effect the other way counts as inactive or inconclusive. Unless noted, % is scaled to controls: 0 for no effect and ±100 for the full control effect; potency is read from the fitted curve at half-maximal effect.

Short keys – A = ALDH1A1 inh; B = Tau ThT inhib; C = Tau fluor cs; D = aGal spleen mod; E = L3MBTL1 inh; F = Tau FP inhib; G = TexasRed fluor; H = TRb SRC2 PPI
> CCOc1ccc(N(CC)S(=O)(=O)N2CCCC(C(=O)NCc3ccccc3Cl)C2)cc1 (stereo unspecified)
  A: x; B: -13%; C: -16%; D: x; E: x; F: 11%; G: -2%; H: -1%

> C/C(=N\NC(=O)Cn1cc([N+](=O)[O-])cn1)c1ccco1
  A: x; B: x; C: 11%; D: 12%; E: x; F: 4%; G: 0%; H: 1%

> COc1cccc(N2C(=O)CSC23C(=O)N(Cc2ccccc2F)c2ccccc23)c1 (stereo unspecified)
  A: x; B: -8%; C: -16%; D: x; E: x; F: 5%; G: -2%; H: -3%

> Cc1oc2ccc(O)c(CN3CCCCC3)c2c1C(=O)Nc1cccc(C(F)(F)F)c1
  A: x; B: -12%; C: -29%; D: x; E: x; F: -7%; G: -26%; H: -2%

> CCCC(=O)Nc1cc(C(=O)O)ccc1S(=O)(=O)c1ccc(Cl)cc1
  A: 10%; B: -3%; C: -5%; D: 4%; E: -1%; F: -4%; G: 1%; H: 4%

> COc1cccc(/C=C2/NC(=O)NC2=O)c1OCC(=O)Nc1ccccc1
  A: 14%; B: 4%; C: 3%; D: -4%; E: 1%; F: -6%; G: -3%; H: -2%

> CCOc1ccc(C2=CC(c3cccc(Br)c3)n3c(nc4ccccc43)N2)cc1Cl (stereo unspecified)
  A: x; B: u; C: -15%; D: x; E: x; F: -12%; G: u; H: -19%

> CC(C)(C)c1cc(C(=O)NCc2cc(F)cc3c2OCOC3)n(Cc2ccccc2)n1
  A: -1%; B: -6%; C: -24%; D: -15%; E: 1%; F: -1%; G: -4%; H: -1%

> COc1ccc(NC(=O)c2ccccn2)cc1
  A: -3%; B: u; C: -16%; D: -3%; E: 2%; F: 0%; G: 1%; H: 10%

> Cc1[nH]n(C(C)(C)C)c(=O)c1Sc1ccc(Cl)cc1
  A: -5%; B: -10%; C: -6%; D: -8%; E: -2%; F: -5%; G: 1%; H: 0%

> O=C(Nc1cccc(F)c1)c1ccc2oc(=O)n(Cc3ccccc3)c2c1
  A: x; B: 0%; C: -30%; D: x; E: x; F: u; G: -2%; H: 1%

> CCCCOc1ccc(C(=O)Nc2ccc(C)cc2[N+](=O)[O-])cc1
  A: 8%; B: -22%; C: -16%; D: 0%; E: -14%; F: u; G: -2%; H: -6%

> CC(C)CNC(=S)NC(=O)c1ccc(Cl)cc1
  A: u; B: -6%; C: -8%; D: 1%; E: -1%; F: -5%; G: 0%; H: 10%

> Cc1ccc(-c2nc3c(c(=O)c4ccccc4n3C)c(=O)n2-c2ccccc2)cc1
  A: u; B: 7%; C: 6%; D: 7%; E: 4%; F: 2%; G: -1%; H: -1%

> CCc1nc(N2CCCC2)c(C#N)c2c1CCCC2
  A: u; B: -3%; C: 2%; D: -2%; E: 8%; F: 2%; G: 0%; H: -1%

> CCCCCCCCOC(=O)c1ccc(N)cc1
  A: 16%; B: -10%; C: -28%; D: -5%; E: 11%; F: 6%; G: -5%; H: 1%

> Cc1[nH]c2ccccc2c1SCC(=O)O
  A: -12%; B: u; C: u; D: -7%; E: 1%; F: 8%; G: -1%; H: -6%

> CC1(C)C(=O)N(OCc2ccccc2)C(C)(C)C(=O)N1OCc1ccccc1
  A: 21%; B: -8%; C: -8%; D: 2%; E: x; F: -2%; G: 0%; H: 2%

> NCCN1CCN(CCN)CC1
  A: 10%; B: 5%; C: 10%; D: -6%; E: -2%; F: -4%; G: 1%; H: -17%

> Cc1ccn(C(CC(=O)c2ccc(Br)cc2)C(=O)O)n1 (stereo unspecified)
  A: 1%; B: -16%; C: -2%; D: -5%; E: x; F: 11%; G: -4%; H: -6%

> CCOC(=O)C(C)Oc1cccc2c(=O)n(CC(=O)N3CCc4ccccc43)ccc12 (stereo unspecified)
  A: u; B: u; C: -5%; D: 4%; E: -5%; F: -1%; G: -6%; H: -10%

> Cc1ccc2nc(Nc3ccc4[nH]c(=O)[nH]c4c3)c(-n3nc(C)cc3C)nc2c1
  A: 2%; B: u; C: 11µM*[quencher]; D: -16%; E: -5%; F: 15%; G: -3%; H: -14%

> Cc1nc2oc(C(=O)c3ccccc3)c(N)c2c2c1COC(C)(C)C2
  A: 14µM*; B: -16%; C: -3%; D: -1%; E: -3%; F: 2%; G: 2%; H: -2%

> CC(=O)Nc1nc2ccc(-c3nc4ccccc4o3)cc2s1
  A: u; B: u; C: -12%; D: u; E: 17%[11.4 µM]; F: -7%; G: -2%; H: 13%

> Cc1cccc(N(C(=O)c2sc(C)nc2C)C(C(=O)NCc2ccco2)c2ccccc2)c1 (stereo unspecified)
  A: 11%; B: -9%; C: -8%; D: -6%; E: -1%; F: 10%; G: -3%; H: 0%

Continuation:
structure	ALDH1A1 inh	Tau ThT inhib	Tau fluor cs	aGal spleen mod	L3MBTL1 inh	Tau FP inhib	TexasRed fluor	TRb SRC2 PPI
Cc1ccc(O)c(NC(=S)NC(=O)COc2ccc(Br)cc2)c1	-1%	u	-22%	-2%	-3%	-4%	u	u
CCCC(CCC(=O)Nc1ccn(-c2ccccc2)n1)C(=O)O (stereo unspecified)	2%	-7%	2%	5%	-11%	-1%	-2%	-1%
CC(=O)Nc1c(C)cc(S(C)(=O)=O)cc1C	4%	2%	4%	7%	1%	-9%	-2%	1%
Cc1ccc2sc3ccc(NC(=O)c4ccccc4Cl)cc3c(=O)c2c1	u	-17%	-21%	5%	18%	-16%	-2%	-8%
O=C(Nc1cc(C(F)(F)F)cc(C(F)(F)F)c1)c1ccc(Cn2cc(C(F)(F)F)ccc2=O)cc1	-4%	6%	-12%	2%	3%	u	1%	-1%
Cn1c(=O)c2c([nH]c(=O)n2C)n(C)c1=O	-5%	-4%	-13%	-2%	27%	-2%	-4%	-2%
Cn1c(=O)c2c(c3ccccc31)OC(=O)CC2c1cccc(Cl)c1 (stereo unspecified)	x	-8%	-14%	x	x	u	-3%	16%
COc1ccc(S(=O)(=O)N2CCN(CCO)CC2)cc1-c1nnc2c3ccccc3c(C)nn12	-11%	-7%	-8%	1%	2%	-8%	-1%	-3%
COc1ccccc1N1CCN(c2ncc(C(=O)N3CCN(c4cccc(Cl)c4)CC3)c3ccccc23)CC1	2%	u	-21%	-13%	x	4%	0%	-7%
Cc1ccc(NC(=O)c2cc(Cl)nc3ccccc23)cc1	0%	2%	-5%	1%	-1%	1%	1%	1%
CC(=O)Nc1cccc(OC(=O)COc2ccc(Br)cc2)c1	10%	u	1%	3%	9%	7%	-2%	-2%
O=S(=O)(NCc1nc2cccnc2n1Cc1ccccc1Cl)c1ccc2c(c1)CCCC2	x	2%	-3%	x	x	6%	3%	-1%
COC(=O)N/N=C(\C)c1ccc2ccccc2c1OC(F)F	8%	-3%	-8%	-1%	4%	-1%	-1%	-7%
O=C(Nc1ccc(Cl)c(C(F)(F)F)c1)c1cc2nc(-c3ccc4c(c3)OCO4)cc(C(F)(F)F)n2n1	x	-11%	-16%	x	x	-14%	3%	4%
CC(C)(C)C(=O)COC(=O)c1cc(-c2cccnc2)nc2ccccc12	u	-2%	-17%	-12%	0%	1%	-7%	13%
Cc1ccc(C(=O)NCC(=O)OCC(=O)c2ccc(C)c([N+](=O)[O-])c2)cc1	-11%	-9%	-7%	-6%	7%	-4%	1%	-5%
COc1cc(-c2ccno2)ccc1S(=O)(=O)N1CCN(c2ccc(C(C)=O)cc2)CC1	x	u	-22%	x	x	-2%	0%	2%
COc1ccc(/C=C(\CC(=O)O)c2nc3ccccc3o2)cc1	-11%	-1%	4%	-2%	15%	-2%	-2%	-5%
CC(=O)Nc1ccccc1OC(C)C(=O)N1CCC(C)CC1 (stereo unspecified)	5%	1%	3%	1%	8%	0%	-1%	1%
CC(NC(=O)C(C)(C)C)C(c1cccs1)N1CCN(Cc2ccccc2)CC1 (stereo unspecified)	x	x	-7%	3%	x	-9%	0%	4%
CCCOC(=O)c1ccc(NC(=O)C(=O)NCCN(CC)CC)cc1	11%	-6%	-10%	-3%	-12%	-2%	-3%	-5%
